GPT2 inh: blocks human glutamate pyruvate transaminase 2; Recombinant GPT2, coupled pyruvate oxidase/HRP Amplex Red fluorescence; Potency, µM (titrated, usually from 57.7 µM), for inactives: top-dose activity change, negative = inhibition, usual class: inhibitors; Q8TD30; 0.25% of 100,000 active; AID 1671188; note: potency is the fitted concentration of half-maximal effect; nearly all actives have a fitted effect of over 60% in size; many of its hits are not listed in these tables
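Recombinant GPT2 (10ng/uL) with 250uM a-KG and 2mM L-alanine, 30 min at room temperature, in HEPES pH 7.5 buffer. Pyruvate detected by pyruvate oxidase/HRP/Amplex Red fluorescence after 30 min in the dark; AOA (50uM) as positive control.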
SNCA expr inh: inhibitors of alpha-synuclein (SNCA) gene expression; Potency, µM (doses to about 57.2 µM), for the others: at the highest dose activity change, negative = inhibition, hits mostly inhibitors; HEK-293 SNCA-luciferase knock-in, luminescence, 24 h; AID 1671194; 0.17% of 140,000 active;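 note: potency is the fitted concentration of half-maximal effect; plate controls were DMSO cells for no effect and cell-free wells for full effect; nearly all actives have a fitted effect of over 45% in size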
NIH3T3 tox: NIH 3T3 cell cytotoxicity | NIH 3T3 viability, CellTiter-Glo ATP luminescence, 48-72 h | Potency, µM (highest dose often 96.7 µM), inactives show at the highest dose activity change, negative = cytotoxicity, usual class: inhibitors | 4.3% of 94,000 active | AID 1345082; note: potency is the fitted concentration of half-maximal effect; nearly all actives have a fitted effect of over 55% in size
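ATP-dependent luminescence (CellTiter-Glo) served as the viability signal for NIH 3T3 cells treated with compound for 48 or 72 hr at 37 °C.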
HEK293 viab: counter-screen for SNCA expression inhibitors: cell viability; HEK-293-SNCA-luc viability, GF-AFC fluorescence, 24 h; Potency, µM (doses to about 57.1 µM), without a hit: top-dose activity change, negative = cytotoxicity, usual class: cytotoxic; 0.12% of 150,000 active; AID 1671193;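 note: potency is the fitted concentration of half-maximal effect; 0% = DMSO-treated cells and -100% = medium-only wells without cells; nearly all actives have a fitted effect of over 30% in size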
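HEK-293-SNCA-luc cells (1500/well) plated 24 h, then exposed 24 h to a dilution series; GF-AFC added 30 min at 37C, fluorescence 405/540 nm; normalised to medium-only and DMSO wells, Hill fit.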
HEK293 tox: HEK 293 cell cytotoxicity. HEK 293 viability, ATP luminescence (CellTiter-Glo), 48-72 h. Potency, µM (titrated, usually from 115 µM), inactives show at the highest dose activity change, negative = cytotoxicity, most hits filed as inhibitors. 6.6% of 94,000 active. AID 1345083; note: potency is the fitted concentration of half-maximal effect; nearly all actives have a fitted effect of over 60% in size
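Luminescence from cellular ATP, measured with CellTiter-Glo, indicates HEK 293 viability. Cells plated at 250 cells/well are treated with compound for 48 or 72 hr at 37 degree Celsius before reagent addition.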
IP6K1 inhibitor: IP6K1 kinase inhibition; Q92551; activity change, % (series mostly up to about 58 µM); AID 1645851; IP6K1 kinase, ADP-Glo luminescence, 2 h; active compounds read low; 0.81% of 140,000 active; in the data active = activity change below about -25%
Target sequence (Q92551 whole entry, looked up): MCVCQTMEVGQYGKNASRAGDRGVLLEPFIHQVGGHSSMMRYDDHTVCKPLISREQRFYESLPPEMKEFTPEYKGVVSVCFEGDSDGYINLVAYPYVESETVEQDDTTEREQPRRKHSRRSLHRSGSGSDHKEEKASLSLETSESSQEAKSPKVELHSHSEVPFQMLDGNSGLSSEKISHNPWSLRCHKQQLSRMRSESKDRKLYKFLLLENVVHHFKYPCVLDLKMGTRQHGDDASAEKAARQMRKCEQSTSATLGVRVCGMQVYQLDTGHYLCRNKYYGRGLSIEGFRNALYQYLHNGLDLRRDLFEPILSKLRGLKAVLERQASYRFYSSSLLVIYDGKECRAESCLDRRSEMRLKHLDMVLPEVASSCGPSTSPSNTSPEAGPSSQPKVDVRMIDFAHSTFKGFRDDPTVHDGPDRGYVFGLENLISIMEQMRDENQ
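ADP-Glo luminescence measures ADP made by human IP6K1 during a 2 h RT reaction with ATP/IP6 (mix at 1.3 mM/130 uM); top library doses 57.5 and 19.1 uM final.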
Luciferase inh: blocks purified firefly luciferase enzyme activity. P08659. purified P. pyralis luciferase, luminescence, biochemical. Potency, µM (top dose mostly 115 µM), for inactives: top-dose activity change, negative = inhibition, usual class: inhibitors. 2.5% of 76,000 active; note: potency is the fitted concentration of half-maximal effect; nearly all actives have a fitted effect of over 65% in size
Target sequence (P08659 whole entry, looked up): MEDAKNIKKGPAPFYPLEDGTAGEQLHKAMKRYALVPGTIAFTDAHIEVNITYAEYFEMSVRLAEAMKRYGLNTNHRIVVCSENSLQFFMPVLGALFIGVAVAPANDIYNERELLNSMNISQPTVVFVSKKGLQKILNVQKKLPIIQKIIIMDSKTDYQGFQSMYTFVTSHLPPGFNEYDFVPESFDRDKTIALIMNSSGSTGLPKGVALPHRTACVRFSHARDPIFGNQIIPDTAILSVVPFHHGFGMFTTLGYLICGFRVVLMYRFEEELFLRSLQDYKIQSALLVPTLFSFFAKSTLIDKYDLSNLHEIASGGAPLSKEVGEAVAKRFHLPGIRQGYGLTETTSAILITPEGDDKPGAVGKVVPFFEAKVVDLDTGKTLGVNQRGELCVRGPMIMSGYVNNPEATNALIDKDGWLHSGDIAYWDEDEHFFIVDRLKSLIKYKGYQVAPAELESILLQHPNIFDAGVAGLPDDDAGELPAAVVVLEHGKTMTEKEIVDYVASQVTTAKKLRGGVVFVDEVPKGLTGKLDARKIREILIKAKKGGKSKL
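Luminescence read by CCD imaging after purified firefly luciferase (10nM final) was added to substrate buffer holding 10uM D-luciferin and 10uM ATP, pH 7.5, pre-dosed with compound.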
An asterisk follows results filed as active; i = inactive; ? = inconclusive; nt = not tested or not shown; [ ] = remark or other dose. Unless noted, calls come from the whole dose curve; as a rule, active = well fitted curve in the direction sought with a large enough effect; inconclusive = small, poorly fitted or top-dose-only effect, or another doubt; inactive = no such curve, though single readings can be large; an effect the other way counts as inactive or inconclusive. Unless noted, % is set by controls: 0 for no effect and ±100 for the full control effect. This is a subset; rates above refer to the full screens.

No.	SMILES	GPT2 inh	SNCA expr inh	NIH3T3 tox	HEK293 viab	HEK293 tox	IP6K1 inhibitor	Luciferase inh
1	CCOC(=O)[C@@H](N)CCC(=O)N[C@@H](CSCc1ccccc1)C(=O)N[C@@H](C(=O)OCC)c1ccccc1	i	1%	nt	7%	nt	nt	nt
2	CCOc1ccc(CN2CCC(N(C(=O)CC)C3CCOCC3)CC2)cc1	i	-7%	4%	-3%	16%	1	7%
3	CCc1ccc(S(=O)(=O)N2CCCN(C)c3ccccc32)cc1	i	6%	?	-6%	?	-3	2%
4	C[C@@H]1CC[C@]2(C(=O)O)CC[C@]3(C)C(=CCC4[C@]5(C)C(CC[C@]43C)C(C)(C)[C@@H](O)[C@H](O)[C@@H]5O)C2[C@]1(C)O (stereo not given in full)	?	nt	nt	-3%[23.9 µM]	nt	0	nt
5	CCn1c2ccccc2c2cc(CN3CCN(Cc4ccc(Cl)cc4)CC3)ccc21	nt	?	nt	5%	nt	-20	nt
6	COC(=O)N1CCC2(CC1)Cc1ccccc1NC2=O	i	0%[87.6 µM]	-19%[138 µM]	1%[87.6 µM]	1%[172 µM]	0	-10%[172 µM]
7	CCN1c2cc(C(=O)NCc3cccs3)ccc2C(=O)N2CCCCCC21 (stereo not given)	i	-20%	?	27%[12.5 µM]	?	19	-13%
8	O=C(NCc1ccco1)c1ccc2c(c1)N(Cc1ccc(Cl)cc1)C(=O)c1ccccc1S2	nt	-20%	nt	-22%	nt	-26*	nt
9	O=C(O)C[C@@H]1CCN(C(=O)c2cccs2)C[C@@H]1CCN1CCN(c2ccccn2)CC1	i	1%	i	7%	i	-2	-2%
10	Cc1cc(C(F)(F)F)nn1CCNC(=O)[C@H]1CCC[C@H](O)C1	0%	13%	-1%	6%	i	23	0%
11	CCOc1ccc(-n2c(SCC(=O)Nc3ccc(F)cc3)nc3c([nH]c4ccccc43)c2=O)cc1	nt	-30%	nt	-9%	nt	-6	nt
12	CCCn1cc(CNC(=O)c2cc3c(s2)CCC(C)C3)cn1 (stereo not given)	-10%	39%[activator]	?	-9%	?	-13	32µM*

Two entries from above in another layout:
7	CCN1c2cc(C(=O)NCc3cccs3)ccc2C(=O)N2CCCCCC21 (stereo not given)
8	O=C(NCc1ccco1)c1ccc2c(c1)N(Cc1ccc(Cl)cc1)C(=O)c1ccccc1S2
entry no.,7,8
GPT2 inh,i,nt
SNCA expr inh,-20%,-20%
NIH3T3 tox,?,nt
HEK293 viab,27%[12.5 µM],-22%
HEK293 tox,?,nt
IP6K1 inhibitor,19,-26*
Luciferase inh,-13%,nt

Carrying on.
No.	SMILES	GPT2 inh	SNCA expr inh	NIH3T3 tox	HEK293 viab	HEK293 tox	IP6K1 inhibitor	Luciferase inh
13	CCNC(=O)[C@@H]1C[C@H](n2cc(-c3ccc(CN4CCOCC4)cc3)nn2)CN1	-6%	-20%	-24%	3%	-9%	11	-13%
14	COc1ccc(S(=O)(=O)Nc2ccc(C)n(CC(=O)N(C)C)c2=O)cc1	i	40%[activator]	5%	2%	15%	-5	-2%
15	COc1ccc(CNC(=O)CN2C(=O)C(c3ccccc3)=NC23CCCC3)cc1OC	-7%	-17%	-1%	-10%[12.5 µM]	?	20	-5%
16	O=C(Cc1ccc(-c2ccccc2)cc1)NCCS(=O)(=O)N1CCN(c2ccccc2F)CC1	nt	30%	nt	2%	nt	2	nt
17	CCS(=O)(=O)N(C1CC1)C1CCOC2(CCN(C(=O)c3cccc(F)c3)CC2)C1 (stereo not given)	i	-8%	-12%	2%	-12%	24	-2%
18	COc1ccc(-c2nc(CN3CCC(F)(F)CC3)c(C)o2)c(OC)c1C	2%	-17%	?	12%	?	-6	-7%
19	COc1ccccc1-n1nc(CC(N)=O)nc1C1CCCCn2nnnc21 (stereo not given)	4%	?	-4%	6%	?	9	-5%
20	Cc1ccc(-c2c(C(=O)NCCc3ccccc3F)nc3sccn23)cc1	-14%	-7%	?	-17%	?	24	nt
21	CC(C)c1nc2c(c(-c3ccc(Cl)cc3)n1)CCN([S+](=O)([O-])c1cccs1)CC2	1%	9%	-19%	-5%	?	2	nt
22	O=C(NCCn1c(=O)c(=O)[nH]c2ccccc21)C1CC(=O)N(c2n[nH]c3ccccc23)C1 (stereo not given)	?	-6%	i	4%	3%	23	-12%
23	COc1ccc(CN2CCOC[C@H](OCC(=O)N(C)C)C2)cc1	i	-4%[87.6 µM]	i	-12%[87.6 µM]	i	17	2%[172 µM]
24	COc1cc(OC)c(NC(=O)CCCn2nc(C)c3sc4ccccc4c3c2=O)cc1Cl	nt	5%	nt	-17%	nt	-4	nt
25	COc1ccc(CNC(=O)N2CCC3(CC2)CC(OC)CCO3)cc1 (stereo not given)	i	26%	i	-3%[12.5 µM]	5%	6	-8%
26	O=C(NC1CCCCC1)C1CCc2nnc(CN[S+](=O)([O-])c3ccccc3Cl)n21 (stereo not given)	5%	32%[activator]	-16%	-5%	2%	1	nt
27	Cc1ccc(CN2CCC3(Cc4ccccc4CNC3=O)C2)cc1C (stereo not given)	?	-4%	-24%	-4%	?	-9	nt
28	CN(Cc1ccc(-c2ccccc2)cc1)C(=O)c1ccc(Cl)nc1	i	10%[87.6 µM]	?	-3%[87.6 µM]	?	-19	-20%[172 µM]
29	CC(C)Oc1ccc(CNC(=O)c2ccc3c(c2)N(C)C(=O)C2CCCCN32)cc1 (stereo not given)	nt	-6%	nt	5%	nt	-23	nt
30	COc1cccc(CNC(=O)CCCN2C(=O)CSc3c2c(C)nn3-c2ccccc2)c1OC	nt	-8%	nt	-12%	nt	-15	nt
31	CCCSc1ncc(Cl)c(C(=O)Nc2sc(C(C)=O)c(C)c2C(=O)OCC)n1	nt	-28%	nt	12%	nt	3	nt
32	Cc1cc(C(=O)Nc2ccc(C(O)[C@H]3COCC(=O)N3Cc3ccc(C(F)(F)F)cc3)cc2)n(C)n1 (stereo not given in full)	3%	7%	?	0%	?	-14	1%
33	Cc1nn2c(=O)cc(COc3ccc(/C=C(\C#N)C(=O)Nc4ccccc4C)cc3)nc2s1	nt	-10%	nt	-4%	nt	8	nt
34	COc1ccc(CC(=O)N2CC[C@H]3CC(=O)N(Cc4ccccc4)CC[C@H]3C2)cc1	?	25%[87.6 µM]	-17%[174 µM]	1%[87.6 µM]	-29%[172 µM]	10	8%[172 µM]
35	CC1CCN(C(=O)c2cc3c(s2)CCC(C(=O)O)C3)CC1 (stereo not given)	-7%	32%[activator]	-30%	-13%	-9%	1	13µM*
36	O=C1NCCCCCCN(C(=O)Nc2ccccc2)[C@H]2C[C@H](c3nc(-c4cccnc4)no3)C[C@@H]12	i	18%	-24%	-15%	-5%	4	-2%

Reprinted at random: 4 compounds from above, in no set order.
No.	SMILES	GPT2 inh	SNCA expr inh	NIH3T3 tox	HEK293 viab	HEK293 tox	IP6K1 inhibitor	Luciferase inh
8	O=C(NCc1ccco1)c1ccc2c(c1)N(Cc1ccc(Cl)cc1)C(=O)c1ccccc1S2	nt	-20%	nt	-22%	nt	-26*	nt
9	O=C(O)C[C@@H]1CCN(C(=O)c2cccs2)C[C@@H]1CCN1CCN(c2ccccn2)CC1	i	1%	i	7%	i	-2	-2%
13	CCNC(=O)[C@@H]1C[C@H](n2cc(-c3ccc(CN4CCOCC4)cc3)nn2)CN1	-6%	-20%	-24%	3%	-9%	11	-13%
7	CCN1c2cc(C(=O)NCc3cccs3)ccc2C(=O)N2CCCCCC21 (stereo not given)	i	-20%	?	27%[12.5 µM]	?	19	-13%

(list continues)
No.	SMILES	GPT2 inh	SNCA expr inh	NIH3T3 tox	HEK293 viab	HEK293 tox	IP6K1 inhibitor	Luciferase inh
37	COCCNC(=O)c1ccc2nc(-c3cccnc3)oc2c1	4%[88.5 µM]	18%[87.6 µM]	-16%[138 µM]	1%[87.6 µM]	-8%[172 µM]	-11	nt
38	c1ccc(Oc2nccn3c(-c4ccc(CNCc5ccn[nH]5)cc4)cnc23)cc1	i	7%[87.6 µM]	?	-2%[87.6 µM]	?	-7	-26%[172 µM]
39	O=C(N[C@@H]1CNCCC[C@H]1O)c1ccc(OCCN2CCCC2)cc1	5%[88.5 µM]	-6%[87.6 µM]	-2%[174 µM]	3%[87.6 µM]	-9%[172 µM]	-9	-3%[172 µM]
40	Cc1cc(C)n(Cc2cccc(C(=O)N3Cc4ccccc4C(O)C3)c2)n1 (stereo not given)	-5%	36%[activator]	?	-2%	?	13	3%
41	O=C(CCCc1ccccc1)N1CCCCCC1c1nc(C2CC2)no1 (stereo not given)	-21%	-36%	?	-16%	50µM*	7	0%
42	COc1ccc(Cn2c3c(c(=O)n2Cc2ccccc2)CCN(C(=O)CCc2cccnc2)C3)cc1	-18%	2%	6.3µM*	1%	i	5	-1%
43	CCS(=O)(=O)NCCc1csc2nc(-c3ccc(C)cc3)nn12	nt	10%	nt	-26%	nt	-18	nt
44	O=C(NC1CCCC1)C1CCN(c2nccc(Nc3ccccc3F)n2)CC1	i	-6%	?	2%	?	8	nt
45	CSCC(=O)N[C@H]1CCN2C(=O)c3cc(-c4ccccc4)ccc3NC(=O)[C@H]12	i	0%[87.6 µM]	?	-2%[87.6 µM]	-20%[172 µM]	5	?
46	COc1ccc(C(=O)NC2CCCN(c3ccc4nnc(-c5ccccc5)n4n3)C2)cc1 (stereo not given)	nt	nt	?	nt	22µM*	-1	nt
47	O=C(COc1ccc(F)cc1)N1CCC2(CCCCO2)CC1	-5%	37%[activator]	i	-4%	0%	6	-8%
48	CCCCNS(=O)(=O)c1ccc(C)c(-c2nnc3c4ccccc4c(C)nn23)c1	nt	43%[activator]	nt	-11%	nt	-2	nt

Reformatted with values under each structure: 2 of the compounds above.
Every second line gives: GPT2 inh | SNCA expr inh | NIH3T3 tox | HEK293 viab | HEK293 tox | IP6K1 inhibitor | Luciferase inh
38. c1ccc(Oc2nccn3c(-c4ccc(CNCc5ccn[nH]5)cc4)cnc23)cc1
 : i | 7%[87.6 µM] | ? | -2%[87.6 µM] | ? | -7 | -26%[172 µM]
39. O=C(N[C@@H]1CNCCC[C@H]1O)c1ccc(OCCN2CCCC2)cc1
 : 5%[88.5 µM] | -6%[87.6 µM] | -2%[174 µM] | 3%[87.6 µM] | -9%[172 µM] | -9 | -3%[172 µM]

Carrying on.
No.	SMILES	GPT2 inh	SNCA expr inh	NIH3T3 tox	HEK293 viab	HEK293 tox	IP6K1 inhibitor	Luciferase inh
49	CCOC(=O)c1cnc2ccc(C)cc2c1Nc1ccc(N(CC)CC)cc1	nt	-17%	nt	-28%	nt	-12	nt
50	CCNC(=O)c1coc(COc2ccc3c(c2)C(c2ccc(F)cc2)N(C(=O)CC(C)C)CC3)n1 (stereo not given)	-16%	-31%	?	-4%	?	-1	-3%
51	COc1cccc2c1cc1c(=O)n(CC(=O)NCc3ccc(C)o3)nc(C)n12	nt	-7%	nt	8%	nt	-30*	nt
52	COCCOCc1nc(C2CCN(C(=O)c3ccccc3OC)CC2)no1	i	6%	-17%	6%	-15%	-10	nt
